MITF inh: MITF inhibitors, primary screen, biochemical, AlphaScreen, human; AlphaScreen MITF homodimerization, bead proximity signal; AID 1259374, 2018; inhibition, % at 2.6 µM; Microphthalmia-associated transcription factor (Homo sapiens), O75030; 650,000 tested, 0.91% active; in the data active = inhibition above about 50%;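 note: 0% = vehicle wells with protein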
Target sequence (O75030 whole entry, looked up): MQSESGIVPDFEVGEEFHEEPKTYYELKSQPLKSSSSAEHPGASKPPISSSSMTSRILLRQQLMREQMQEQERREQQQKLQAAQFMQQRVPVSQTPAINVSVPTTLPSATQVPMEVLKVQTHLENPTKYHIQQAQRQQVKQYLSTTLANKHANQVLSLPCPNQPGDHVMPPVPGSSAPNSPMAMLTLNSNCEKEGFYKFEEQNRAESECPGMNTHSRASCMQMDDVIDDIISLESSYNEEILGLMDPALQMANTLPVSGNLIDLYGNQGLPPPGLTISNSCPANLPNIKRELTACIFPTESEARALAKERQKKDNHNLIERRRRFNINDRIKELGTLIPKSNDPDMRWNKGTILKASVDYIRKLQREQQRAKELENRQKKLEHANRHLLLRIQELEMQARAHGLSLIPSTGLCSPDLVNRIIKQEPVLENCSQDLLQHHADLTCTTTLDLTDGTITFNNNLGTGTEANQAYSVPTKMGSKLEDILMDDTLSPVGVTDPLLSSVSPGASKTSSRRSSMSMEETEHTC
GPR151 ag: activators of human GPR151, primary screen, cell-based, PathHunter beta-arrestin, luminescence; PathHunter beta-arrestin GPR151 cells; activation, % at 11.2 µM; 650,000 tested, 1% active; AID 1508602, 2020; in the data active = activation above about 4.9%;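 note: 0% = median of compound wells and 100% = cells with positive control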
Target sequence (Q8TDV0 whole entry, looked up): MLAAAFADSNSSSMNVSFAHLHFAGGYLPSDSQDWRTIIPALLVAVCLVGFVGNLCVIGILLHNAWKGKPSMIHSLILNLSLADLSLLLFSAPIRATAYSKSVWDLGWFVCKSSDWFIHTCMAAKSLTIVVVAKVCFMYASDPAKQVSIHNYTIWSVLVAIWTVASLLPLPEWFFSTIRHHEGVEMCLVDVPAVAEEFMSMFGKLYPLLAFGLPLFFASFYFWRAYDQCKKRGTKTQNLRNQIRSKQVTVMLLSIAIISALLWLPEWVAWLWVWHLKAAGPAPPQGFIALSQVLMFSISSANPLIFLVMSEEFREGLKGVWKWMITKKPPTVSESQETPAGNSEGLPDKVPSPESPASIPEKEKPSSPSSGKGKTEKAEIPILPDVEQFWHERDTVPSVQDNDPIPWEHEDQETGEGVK
FBW7 act: FBW7 E3 ligase activators, primary screen, biochemical, AlphaScreen, human; F-box/WD repeat-containing protein 7 (Homo sapiens), Q969H0; AlphaScreen FBW7–phospho-cyclin E peptide binding, activator screen; normalized activity (activation), % at 26.1 µM; 650,000 tested, 0.13% active; in the data active = normalized activity above about 1.9%;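 note: purified mutant Fbw7 with reduced substrate affinity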
TEAD-YAP block: TEAD-YAP interaction inhibition, primary screen, TEAD-YAP interaction inhibitor project, luminescence, HEK-TIYL cells | TEAD-Gal4/YAP UAS-luciferase luminescence | inhibition, % at 9.12 µM | 640,000 tested, 1.4% active | AID 1259422, 2018; in the data active = inhibition above about 32%;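 note: 0% = median of test compound wells and 100% = reference inhibitor wells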
Active calls of the source: *; & = joins results of further samples.

SMILES	MITF inh	GPR151 ag	FBW7 act	TEAD-YAP block
COC(=O)C1=CN(c2ccc(OC)cc2)C=C(C(=O)OC)C1c1ccc(C)c([N+](=O)[O-])c1	15	-1.3	0.1	-6
CN(CC(=O)N/N=C/c1ccc(O)cc1)c1ccccc1	3	-2.1	0.3	11
Cc1nc2ccccc2c2oc(C(=O)NCCCN3CCCCCC3)cc12	-2	0.3	-0.2	-8
CC(=O)Nc1ccc(CN2Cc3cc(Cl)ccc3OC(C)C2)cc1 (stereo not drawn)	23	-1.2	1.4	12
CC1CCC(NC(=O)C(=O)Nc2ccc3c(c2)OCO3)CC1 (stereo not drawn)	3	-1.6	0.0	-45
Brc1cccc(-c2nnc(CN3CCCCCC3)o2)c1	3	-0.7	0.3	-14
CC(=O)C1=C(O)C(=O)N(CCc2c[nH]c3ccccc23)C1c1ccc(O)cc1 (stereo not drawn)	1	-1.7	0.0	2
COC(=O)C1=C(O)/C(=C\c2c(F)cccc2Cl)N=C1C	4	-0.8	-0.1	-5
c1ccc(Nc2ccnc(Nc3ccccn3)n2)cc1	-11	1.8	-0.1	-71
CCc1sc(NC(C)=O)c(C(=O)OC)c1-c1ccccc1	-2	-0.2	-0.1	-7
COc1cc(Nc2nc(SCC#N)nc3ccccc23)cc(OC)c1	-1	2.6	-0.1	17
CCn1c(CSc2nc3ccc(Br)cc3[nH]2)nc2ccccc21	21	-1.8	0.6	-18
Cc1ccc(C)c2nc(N3CCC(O)CC3)c(C#N)cc12	1	1.7	0.0	11
CC(=O)c1ccc(NC(=O)CSc2n[nH]c(-c3cccs3)n2)cc1	5	3.7	-0.2	0
O=C(NCCNc1ccc([N+](=O)[O-])cc1C(F)(F)F)c1ccc(F)cc1	11	-0.1	1.0	4
O=C1c2cccc3c(Br)c([N+](=O)[O-])cc(c23)C(=O)N1c1ccc(O)cc1	7	-0.5	-0.1	-2
COc1cc(/C=C/C(=O)O)cc(S(=O)(=O)N2CCCCCC2)c1OC	16	0.0	-0.2	0
CCOc1ccc(C(=O)Nc2ccccc2OC(F)F)cc1	10	1.4	0.2	-20
COc1ccc(S(=O)(=O)N2CCSC2)cc1C	5	1.3	0.3	3
O=C1/C(=C/c2cccc([N+](=O)[O-])c2)NC(=S)N1c1ccccc1	0	-2.7	-0.6	8
CCn1ccnc1CNC(=O)CCc1nnc(-c2ccc(C)s2)o1	9	-0.7	-0.1	-12
CCOC(=O)c1ccc(NC(=O)c2cc3c(=O)n4ccccc4nc3n2C)cc1	20	-0.3	0.5	3
CC(=O)N1CCc2cc(Br)cc(S(=O)(=O)N3CC(=O)N(CCc4ccccc4)C(=O)C3)c21	19	-0.6	0.2	5
CSc1ccc(S(=O)(=O)Nc2ccc(S(=O)(=O)Nc3ccccc3)cc2)cc1	0	-0.5	0.0	7
COc1cc(Nc2nc(-c3ccc(I)cc3)cs2)c(OC)cc1Cl	-7	-1.8	0.0	-3

Looked up above:
Result for `CC(=O)C1=C(O)C(=O)N(CCc2c[nH]c3ccccc23)C1c1ccc(O)cc1` (stereo not drawn) in TEAD-YAP block: 2
Result for `CCOC(=O)c1ccc(NC(=O)c2cc3c(=O)n4ccccc4nc3n2C)cc1` in MITF inh: 20
Result for `O=C(NCCNc1ccc([N+](=O)[O-])cc1C(F)(F)F)c1ccc(F)cc1` in FBW7 act: 1.0
Result for `c1ccc(Nc2ccnc(Nc3ccccn3)n2)cc1` in TEAD-YAP block: -71
Result for `CC1CCC(NC(=O)C(=O)Nc2ccc3c(c2)OCO3)CC1` (stereo not drawn) in GPR151 ag: -1.6
Result for `O=C1/C(=C/c2cccc([N+](=O)[O-])c2)NC(=S)N1c1ccccc1` in MITF inh: 0
Result for `Cc1ccc(C)c2nc(N3CCC(O)CC3)c(C#N)cc12` in GPR151 ag: 1.7

Profiles as entered above.
Record of `CN(CC(=O)N/N=C/c1ccc(O)cc1)c1ccccc1` : MITF inh: 3; GPR151 ag: -2.1; FBW7 act: 0.3; TEAD-YAP block: 11
Record of `COc1cc(Nc2nc(SCC#N)nc3ccccc23)cc(OC)c1` : MITF inh: -1; GPR151 ag: 2.6; FBW7 act: -0.1; TEAD-YAP block: 17

Next part.
SMILES	MITF inh	GPR151 ag	FBW7 act	TEAD-YAP block
O=S(=O)(c1ccc2c(c1)OCCO2)N1CCC(N2CCOCC2)CC1	-21	-0.8	0.4	1
Cn1c(=O)[nH]c(=O)c2c1nc(SCc1ccccc1Cl)n2CCCc1ccccc1	8	0.5	0.0	10
O=c1c(Nc2ccc(F)cc2)c(-c2ccc(Cl)cc2)c1=O	2	0.3	-0.1	-10
COc1ccc(NC(=O)CN2CCN(CC(=O)Nc3ccc(F)cc3)CC2)c(OC)c1	-3	0.0	-0.2	17
O=C(O)c1cc(OS(=O)(=O)c2ccccc2)cc(C(=O)O)c1	-9	0.8	-0.1	3
O=C1c2ccc(Oc3ccc4c(c3)C(=O)N(c3nccs3)C4=O)cc2C(=O)N1c1nccs1	9	0.5	-0.1	-1
Cc1nc(Cl)c(C2=NC(c3ccccc3)(c3ccccc3)c3ccccc3N2)c(C)c1Cl	-5	-1.3	-0.1	-6
COc1cc(N2CCN(S(=O)(=O)c3ccc4nc(C)sc4c3)CC2)nc(C)n1	8	-0.9	-0.1	1
Oc1ccccc1-c1cc(N2CCCCC2)ncn1	-2	-1.6	0.4	-32
CCOc1ccc(-n2c(N)c(C(=O)Nc3c(C)cccc3C)sc2=S)cc1	19	3.6	0.1	-1
Cc1ccc[n+](CC2OCc3ccccc3CO2)c1	12	0.8	-0.1	2
S=c1[nH]nc(-c2cc(-c3ccco3)[nH]n2)n1-c1ccccc1	3	-0.5	-0.1	9
COc1ccc(NC(=O)CCC2CCCCC2)c(OC)c1	-2	-1.0	0.1	-11
FC(F)(F)c1cccc(Nc2cc(Cl)ncn2)c1	3	0.1	0.2	3
COc1cc(C2C(C#N)=C(N)Oc3cc(C)n(Cc4cccnc4)c(=O)c32)ccc1O (stereo not drawn)	10	0.6	0.0	7
CC(C)n1c(=S)[nH]c2cc(Cl)ccc2c1=O	-14	1.7	0.0	3
Nc1cc(=O)[nH]c(SCCNS(=O)(=O)c2ccccc2)n1	1	1.8	-0.1	1
COCCCN1C(=O)C(=O)/C(=C(\O)c2ccc(C)cc2)C1c1ccc(Br)cc1 (stereo not drawn)	0	3.9	-0.2	-7
CCOC(=O)Cn1cnc2c(cnn2-c2ccc(Cl)cc2)c1=O	10	0.4	0.0	-11
O=C(Nc1cc(Cl)ccn1)c1ccc(Cl)c([N+](=O)[O-])c1	0	2.5	0.8	-14
O=C(OCCN1C(=O)c2cccc3c(N4CCCCC4)ccc(c23)C1=O)c1ccc(S(=O)(=O)N2CCCCC2)cc1	9	-0.7	-0.2	3
CCC(=O)OCCNc1cc(SCCC(=O)OC)c2nonc2c1[N+](=O)[O-]	-5	-0.5	0.1	-8
O=C1NC(=S)N/C1=C\c1nn(Cc2ccccc2)cc1-c1cccnc1	9	-0.1	0.4	3
CCn1c2cc(C)sc2c2cnn(CC(=O)OC)c(=O)c21	1	0.4	0.2	-25
CC1CCCN(S(=O)(=O)c2ccc(NC(=O)c3ccc(Br)cc3)cc2)C1 (stereo not drawn)	-1	-0.4	0.8	1

(cont.)
SMILES	MITF inh	GPR151 ag	FBW7 act	TEAD-YAP block
Cc1cccc(Oc2ccc(N3C(=O)C4CC=CC(C)C4C3=O)cc2)c1C (stereo not drawn)	7	0.4	0.2	11
Cn1c(CN2CCC(C(=O)Nc3cccc(-c4ccn[nH]4)c3)CC2)nc2ccccc21	0	0.2	0.0	16
O=C(O)C1CCN(S(=O)(=O)c2cc(Br)ccc2Br)CC1	3	2.0	-0.1	-8
CC(C)(C)c1ccc(OCC(=O)N2CCC(C(N)=O)CC2)c(Br)c1	17	0.9	0.1	-3
Cc1ccc(SCC(=O)Nc2ccccc2)cc1	17	-1.3	0.9	-70
COCC(C)NC(=O)C1CCCN(c2nc(C)c3ccc(S(C)(=O)=O)cc3n2)C1 (stereo not drawn)	-24	0.7	-0.3	-12
CCCN(S(=O)(=O)c1ccc(OCC)cc1)S(=O)(=O)c1cccs1	1	0.1	0.0	15
COc1cccc(CN2CCCN(C)CC2)c1OC	24	2.7	-0.1	-7
CC(=O)c1cccc(NC(=O)N2CCCC(N3CCOCC3)C2)c1 (stereo not drawn)	9	0.2	0.1	-2
COc1cc(C2C(C#N)=C(N)Oc3n[nH]c(C)c32)cc(OC)c1OC(=O)N1CCOCC1 (stereo not drawn)	-1	-1.6	0.0	-3
CSc1ccc(/C=C2\COc3ccccc3C2=O)cc1	2	0.5	-0.2	13
c1cc(NCCN2CCOCC2)nc(N2CCOCC2)n1	4	0.2	0.0	10
CSC(SC)=C(CC#N)C(=O)c1ccc(Cl)cc1	11	-2.4	-0.1	-3
CC(C)NC(=O)Cn1c(SCC(=O)N2CCCCC2C)nc2ccccc21 (stereo not drawn)	3	0.5	0.1	-2
COc1ccc(CCNC(=O)Nc2ccc(CN3CCN(c4ccccn4)CC3)cc2)cc1	3	-0.8	0.1	3
O=C(CSc1nc2ccccc2[nH]1)NCCN1CCCCC1	2	0.0	-0.1	0
CCOC(=O)c1cnc2cc(Cl)c(OC)cc2c1N1CCN(c2cccc(Cl)c2)CC1	-9	1.4	-0.2	-12
COc1cc(C)c(/C=C2\NC(=S)N(C)C2=O)cc1C(C)C	10	-0.3	0.1	1
c1ccc(C2=NC(c3ccsc3)ON2)cc1 (stereo not drawn)	-9	0.5	0.0	-15
CC1=C(Sc2ccc([N+](=O)[O-])cc2)C(c2ccccc2)C(C#N)=C(N)O1 (stereo not drawn)	16	1.7	0.1	8
O=C(Cn1cc([N+](=O)[O-])ccc1=O)N1CCCc2ccccc21	-3	1.6	-0.1	11
CCOc1ccc(C(=O)NC(=S)Nc2ccccc2C(=O)OC)cc1[N+](=O)[O-]	-6	2.1	-0.1	0
O=C(c1ccco1)N1N=C2CCCCCC2C1(O)C(F)(F)F (stereo not drawn)	9	0.9	0.2	2
COc1ccc(C(=O)CC2OC(=O)c3c2ccc(OC)c3OC)cc1 (stereo not drawn)	0	-0.9	0.1	-1
Cc1noc(C)c1S(=O)(=O)N1CCCC1C(=O)Nc1ccc(Cl)cc1 (stereo not drawn)	3	0.4	-0.2	0

(further entries)
Second line of a record: MITF inh | GPR151 ag | FBW7 act | TEAD-YAP block
> COc1ccc(CC(=O)n2nc(-c3ccccc3)nc2NCc2ccco2)cc1OC
  -3 | 1.1 | 0.0 | -25
> O=C(Cc1ccccc1)N(c1ccc(Cl)cc1)C1C=CS(=O)(=O)C1 (stereo not drawn)
  4 | 0.6 | -0.4 | 7
> CC(C)Nc1nc(N(c2ccccc2)c2ccccc2)nc(-n2ccnc2)n1
  19 | 0.2 | 0.0 | -8
> COCCNc1nc2c(c(=O)n(Cc3ccc(F)cc3)c(=O)n2C)n1C
  20 | 0.2 | 0.1 | 2
> Cc1cc(NC(=O)c2cc([N+](=O)[O-])cc([N+](=O)[O-])c2C)no1
  -1 | 0.0 | -0.3 | 3
> Clc1ccccc1Cn1nnc2c(NCc3ccco3)ncnc21
  9 | 0.2 | -0.1 | -4
> CN(C)c1cccc(C(=O)NCC2Cc3cccc(-c4ccncc4)c3O2)c1 (stereo not drawn)
  4 | 2.2 | 0.0 | 4
> O=C(O)CCCC(=O)Nc1nccs1
  9 | -2.3 | 0.0 | 9
> O=C(CSc1ncc(CO)n1Cc1ccccc1)Nc1ccc(Cl)c(Cl)c1
  14 | 1.0 | -0.2 | -13
> N#Cc1ccccc1NC(=O)CSc1nnnn1-c1ccccc1
  -9 | 1.2 | -0.1 | 8
> CCC(C(=O)Nc1ccccc1C(=O)N1CCOCC1)N1C(=O)c2ccccc2C1=O (stereo not drawn)
  -2 | -0.6 | 0.0 | -10
> C=CC(=O)NC(NC(=O)C=C)c1cccc([N+](=O)[O-])c1
  -17 | 0.3 | -0.1 | -1
> CC(=O)N=c1sc2ccccc2n1C
  4&-7 | -0.2&-0.4 | -0.2&0.9 | -1&-15
> Cc1cc(C)c(NC(=O)CN2CCN(c3ccccc3O)CC2)c(C)c1
  4 | -0.1 | 0.1 | -15
> Cc1nc(NCCCO)cc(-c2cncc(-c3ccc(OC(F)(F)F)cc3)c2)n1
  12 | 1.9 | -0.1 | -4
> COc1cccc(C2(CC(=O)N3CCC(C)CC3)CC(=O)N(C3CCCC3)C2=O)c1 (stereo not drawn)
  -5 | -1.6 | -0.3 | -60
> O=C(COC(=O)c1cccc(NC(=O)c2ccco2)c1)c1ccccc1
  -2 | -0.7 | 0.2 | -24
> CC1(C)CC2=NN(c3ccccc3)P(=O)(c3ccccc3)C2=C(N2CCOCC2)C1 (stereo not drawn)
  -6 | -1.2 | 0.0 | 2
> C/C=C/C(=O)N1CCC(c2nc3c(nnn3Cc3ccccc3Cl)c(=O)[nH]2)CC1
  -5 | -0.6 | -0.1 | 7
> CCOC(=O)NC1(N(CC)CC)Oc2cc(Cl)c(Cl)cc2O1
  -3 | 1.6 | -0.2 | -7
> O=C(O)c1cc([N+](=O)[O-])ccc1NCc1ccccc1
  15 | -1.9 | 0.0 | 2
> COc1cc(C2C(C(=O)OC3CCCC3)=C(C)NC3=C2C(=O)CC(c2cccs2)C3)cc(OC)c1OC (stereo not drawn)
  10 | -0.9 | 0.2 | 8
> COc1ccc(CNC(=O)CCCCCn2c(=S)[nH]c3cc4c(cc3c2=O)OCO4)cc1
  5 | -0.1 | 0.2 | -1
